# DT40 TDP1 no CPT: qHTS for Inhibitors of human tyrosyl-DNA phosphodiesterase 1 (TDP1): qHTS in cells in absence of CPT. DT40 Tdp1-/- hTDP1 cells, no CPT, ATP luminescence, 48 h. Potency, µM (series often up to 46.2 µM), without a hit: at the top dose activity change, negative = growth inhibition, usual class: inhibitors. hit rate 15% among 420,000. AID 686978, 2013; also: nearly all actives have a fitted effect of over 55% in size
#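 Readout: luminescence from CellTiter-Glo after 30 min in the dark at RT. Cells: DT40 Tdp1-/- with stable hTDP1, 400/well. Exposure: compounds alone, ≥48 hr, 37 °C.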
# DT40 TDP1 CPT: qHTS for Inhibitors of human tyrosyl-DNA phosphodiesterase 1 (TDP1): qHTS in cells in presence of CPT; hit rate 12% among 420,000; chicken DT40 Tdp1-/-;hTDP1 cells + 20 nM CPT, ATP luminescence, 48 h; AID 686979, 2013; Potency, µM (titrated, usually from 46.2 µM), for the others: at the top dose activity change, negative = growth inhibition, most hits filed as inhibitors; also: nearly all actives have a fitted effect of over 55% in size
#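 Cell growth measured by CellTiter-Glo luminescence after a minimum 48 h, 37 C compound exposure with 20 nM CPT in Tdp1-knockout DT40 cells stably expressing hTDP1, seeded 400/well; qHTS titration format.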
# TDP1 inh: qHTS Assay for Inhibitors of Tyrosyl-DNA Phosphodiesterase (TDP1); Tyrosyl-DNA phosphodiesterase 1 (Homo sapiens), Q9NUW8; recombinant TDP1, AlphaScreen DNA substrate cleavage; Potency, µM (highest dose often 130 µM), inactives show at the top dose activity change, negative = inhibition, hits mostly inhibitors; hit rate 0.28% among 350,000; also: nearly all actives have a fitted effect of over 40% in size
# Target sequence (Q9NUW8 whole entry, looked up): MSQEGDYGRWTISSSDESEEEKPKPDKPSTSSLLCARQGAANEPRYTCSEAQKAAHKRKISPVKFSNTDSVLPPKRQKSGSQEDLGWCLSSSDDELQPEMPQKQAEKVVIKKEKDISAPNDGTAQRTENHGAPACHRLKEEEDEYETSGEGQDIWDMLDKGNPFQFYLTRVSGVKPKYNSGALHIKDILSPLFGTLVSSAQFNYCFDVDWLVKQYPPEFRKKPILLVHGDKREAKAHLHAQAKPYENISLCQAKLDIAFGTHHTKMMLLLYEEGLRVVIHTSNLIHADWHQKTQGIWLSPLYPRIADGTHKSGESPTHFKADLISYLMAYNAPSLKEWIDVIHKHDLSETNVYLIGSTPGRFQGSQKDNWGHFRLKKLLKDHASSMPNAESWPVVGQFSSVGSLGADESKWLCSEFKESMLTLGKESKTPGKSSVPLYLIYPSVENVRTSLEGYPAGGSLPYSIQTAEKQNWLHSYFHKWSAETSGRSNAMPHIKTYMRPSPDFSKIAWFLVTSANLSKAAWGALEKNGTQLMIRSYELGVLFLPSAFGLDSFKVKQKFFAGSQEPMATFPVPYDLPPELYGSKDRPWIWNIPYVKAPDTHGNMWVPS
#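 Recombinant human Tdp1 (E. coli-expressed, 1 nM final) preincubated with compounds 15 min at room temperature, then 5'-biotin/3'-phosphotyrosine-FITC DNA substrate (15 nM final) added for 5 min. AlphaScreen beads (10 ug/ml final) added 10 min; cleavage lowers signal.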
# * marks the source's active call; other numbers are inactive results; ? = inconclusive; . = not tested or not shown; [ ] = remark or other dose. Calls follow the shape of the dose curve; as a rule, active = well fitted curve in the direction sought with a large enough effect; inconclusive = small, poorly fitted or top-dose-only effect, or another doubt; inactive = no such curve, though single readings can be large; an effect the other way counts as inactive or inconclusive. % is scaled to controls: 0 for no effect and ±100 for the full control effect; potency is read from the fitted curve at half-maximal effect.
SMILES,DT40 TDP1 no CPT,DT40 TDP1 CPT,TDP1 inh
CC(C)(C)OC(=O)C[C@H]1C/C=C\C[C@H](CC(=O)N[C@@H](CO)Cc2ccccc2)C(=O)N[C@H](C(C)(C)C)COC1=O,?,?,0%
N#Cc1ccc(CN2CCC3(CC2)CCN(C(=O)c2ccncc2)CC3)cc1,-9%,0%,.
Cc1ccc2c(c1)[C@H]1[C@H](CO2)[C@H](c2ccccc2)[C@]2(C)C(=O)N(Cc3ccccc3)CC(=O)N12,?,?,1%
Cc1c(C(=O)NCc2cccnc2)oc2ccc(S(=O)(=O)N3CCC4(CC3)OCCO4)cc12,-27%,?,4%
CC(=O)c1cccc(N(CC(=O)Nc2ccc(S(=O)(=O)N3CCOCC3)cc2)S(C)(=O)=O)c1,-4%,-16%,2%
Cc1ccc(Nc2cc(C)nc(N3CCOCC3)n2)c(C)c1,?,-7%,2%
CCOCCOC(=O)C1=C(C)NC(=O)NC1c1ccc2c(c1)OCO2 (configuration not stated),5%,-6%,4%
COC(=O)/C=C/c1ccc2c(c1)S(=O)(=O)N(C1CCCC1)[C@H]2CC(=O)OC,?,0.63µM*,.
CCC(=O)OC1CSc2nc3ccccc3n2C1 (configuration not stated),-4%,-26%,-2%
c1ccc(-c2cnnc(SCc3cn4cccnc4n3)n2)cc1,-3%,?,2%
Cc1ccc(C)c(NC2=NC3(CCCCC3)N=C(N)N2)c1,-20%,-11%,0%
CC1CCN(S(=O)(=O)c2cn(CC(=O)N3CCN(c4cccc(C(F)(F)F)c4)CC3)cn2)CC1,?,15µM*,2%
O=C(Cn1c(=O)n(-c2ccccc2)c(=O)c2c3c(sc21)CCCC3)Nc1ccc(F)cc1F,?,?,1%
COc1ccc(/C=C(\C)C(=O)c2c(C)cc(C)[nH]c2=O)cc1,-12%,-13%,.
Cc1c(C(=O)NCc2ccccc2C(F)(F)F)sc(=O)n1Cc1ccc(S(=O)(=O)N(C)C)cc1,21µM*,?,.
COc1ccccc1NC(=O)CN1CCN(CC(=O)Nc2ccc(F)cc2)CC1,?,-21%,7%
CCOC(=O)c1c(S(=O)(=O)NCC(=O)Nc2ccc(Cl)c(C(F)(F)F)c2)c(C)n(C)c1C,?,18µM*,7%
CC(=NNC(=S)N1CC2CCC(CC2)C1)c1ccccn1,0.018µM*,0.0082µM*,.
NS(=O)(=O)c1ccc(Sc2nc3ccccc3s2)c([N+](=O)[O-])c1,10µM*,9.2µM*,.
Cc1ccc(Cn2c3ccccc3c3cnn(CC(=O)Nc4cc(Cl)ccc4C)c(=O)c32)cc1,-27%,9%,4%
NC1=NN=C(c2ccc3c(c2)OCCO3)CS1,-23%,4%,9%
O=C(c1ccccc1)N1CCN(CC2CC=CCC2)CC1 (configuration not stated),-14%,-21%,-5%
NCC[C@H](O)C(=O)N[C@@H]1C[C@H](N)[C@@H](O[C@H]2O[C@H](CN)CC[C@H]2N)[C@H](O)[C@H]1O[C@H]1O[C@H](CO)[C@@H](O)[C@H](N)[C@H]1O,-24%,-4%,.
CC1(C)CC(=O)C=C(c2ccc(-c3ccccc3)cc2)C1,-28%,-19%,0%
O=C(Cc1cccs1)NNC(=O)c1ccccc1Cl,2%,0%,-1%[56.1 µM]
COc1cccc2c1-c1c(O)cccc1C2=O,4%,3%,.
CCC(C)Sc1cc(-c2nc3ccc(C)cn3c2NCc2ccccc2)ccc1OC (configuration not stated),4.1µM*,4.6µM*,.
COC(=O)c1ccccc1NC(=O)C1CCCO1 (configuration not stated),11%,6%,-1%
Nc1ccc2c(c1)[nH]c(=O)c1cc(N)ccc12,?,-27%,.
CCCCN(C)CCNC(=O)c1c2c(nc3ccccc13)C(=O)N(C1CCCCC1)C2,-28%,-21%,10%
Cc1cc(C)c2cc(C#N)c(NCCNC(=S)NCCCN3CCOCC3)nc2c1,?,?,2%
Fc1ccc(CNCc2ccccc2C(F)(F)F)cc1,-9%,-9%,10%
Cc1ccc(NC(=O)CSc2cn(CC(=O)N3CCCCCC3)c3ccccc23)cc1,?,-23%,1%
Cc1sc(NC(=O)C2CSC3(C)CCC(=O)N23)nc1-c1ccc(F)cc1 (configuration not stated),18µM*,15µM*,4%
O=C(CSc1nnc(CNC(=O)c2ccc(F)cc2)o1)NCc1ccccc1Cl,-10%,-14%,1%
CCc1nnc(NC(=O)c2cccc(S(=O)(=O)N3CCc4ccccc43)c2)s1,-22%,2%,-3%
CCn1c(CNC(=O)c2ccc3c(c2)OCO3)nnc1SCC(=O)Nc1ccccc1F,3%,1%,7%
Cc1ccc(C(=O)C[n+]2cc(-c3ccc(C)cc3)n3c2CCCCC3)cc1,0.15µM*,0.21µM*,4%
CCS(=O)(=O)c1nc(S(=O)(=O)c2ccc(Cl)cc2)c(N2CCC(O)CC2)s1,6%,-18%,4%
O=C(NCCc1cccc(Cl)c1)C1CCC(=O)N(Cc2ccc(Cl)cc2)C1 (configuration not stated),?,-29%,5%
COC(=O)c1ccc2nc(-c3cccc(Br)c3)c(CC3CCCCC3)n2c1,?,?,.
COc1cccc(OC)c1NC(=O)c1nc2c(nnn2Cc2ccccc2Cl)c(=O)[nH]1,-6%,-8%,-5%
COc1ccc(C(=O)N2CCC(C(=O)Nc3ccccc3C)CC2)cc1OC,2%,-13%,-3%
COc1ccc(-c2ccc(NS(=O)(=O)c3ccccc3)cc2)nn1,15µM*,?,-3%
COc1cccc(N2C(=O)/C(=C\c3cccs3)NC2=S)c1,-10%,4%,2%
COc1ccc(Br)cc1CN(C)CC(O)COc1ccc(Br)cc1 (configuration not stated),?,?,0%[0.0935 µM]
C=C(C)C(=O)Nc1ccc2c(c1)OCCOCCOCCO2,-7%,4%,.
O=C(/C=C/c1ccccc1)Oc1ccccc1C(=S)N1CCOCC1,12%,7%,6%
COc1ccc(-n2nc(C(=O)NCC(=O)N3CCCCC3)c3ccccc3c2=O)cc1,?,-5%,1%
c1ccc(-c2cn3c(n2)SCC3)cc1,-17%,-1%,-4%
C#CCN(Cc1ccco1)C(=O)c1ccc(OC2CCN(Cc3ccccn3)CC2)cc1,?,18µM*,.
O=C(Cn1cc([N+](=O)[O-])cn1)N1CCCc2ccccc21,-22%,14%,2%
CCc1ccc(N(CC(=O)N2CCOCC2)S(C)(=O)=O)cc1,-2%,20%,.
CCOC(=O)[C@H]1[C@H]2COc3ccccc3[C@@H]2N2C(=O)c3ccc(Cl)cc3NC(=O)[C@@]12C,?,?,7%
C=COCCNC(=S)N1CCOCCOCCN(C(=S)NCCOC=C)CCOCCOCC1,-7%,-16%,-1%
CC(=O)Nc1ccc(NC(=O)c2nc(SCc3ccccc3C)ncc2Cl)cc1,-9%,-29%,0%
CCC1(c2ccc(F)cc2)NC(=O)N(CC(=O)N2c3ccccc3CC2C)C1=O (configuration not stated),?,?,2%
CCCNC(=O)CSc1nnc(-c2ccccc2Br)n1-c1cccc(C(F)(F)F)c1,?,?,5%
CN1C(C)(C)CC(NC(=O)c2ccco2)CC1(C)C,7%,13%,2%
O=C(NCCS(=O)(=O)N1CCN(c2cccc(Cl)c2)CC1)c1ccc2c(c1)OCO2,?,?,3%

# Three entries already listed, sorted by count of non-hydrogen atoms, largest number first:
SMILES,DT40 TDP1 no CPT,DT40 TDP1 CPT,TDP1 inh
O=C(NCCS(=O)(=O)N1CCN(c2cccc(Cl)c2)CC1)c1ccc2c(c1)OCO2,?,?,3%
CC(=O)Nc1ccc(NC(=O)c2nc(SCc3ccccc3C)ncc2Cl)cc1,-9%,-29%,0%
CCc1ccc(N(CC(=O)N2CCOCC2)S(C)(=O)=O)cc1,-2%,20%,.

# (listing goes on)
SMILES,DT40 TDP1 no CPT,DT40 TDP1 CPT,TDP1 inh
CCc1ccccc1NC(=O)Nc1nnc(N(C)Cc2ccccc2)s1,?,?,6%
COc1cccc(NC(=O)N2CCCC(C(=O)Nc3ccccc3OC)C2)c1 (configuration not stated),-22%,-7%,-2%
CCOC(CCNC(=O)CCC(=O)Nc1ccc2nc(N3CCN(C)CC3)cc(C)c2c1)OCC,1%,9%,.
CC(NC(=O)c1ccccc1Cl)C(=O)NCc1cccs1 (configuration not stated),-3%,-1%,-3%
O=C(COC(=O)CNC(=O)c1cccc(Br)c1)Nc1nnc(-c2ccccc2)o1,-3%,-2%,2%
CCCCC(=O)Nc1ccc(N2CCN(c3ccc(F)cc3)CC2)cc1,1%,7%,.
Cc1cccc(C)c1NC(=O)NC1(C(=O)NCc2ccncc2)CCCCC1,0%,-2%,4%
O=C(CSc1nc2cc(Cl)ccc2c(=O)n1Cc1ccco1)Nc1ccc(S(=O)(=O)N2CCOCC2)cc1,-20%,-24%,4%
COc1cc(C(C)=O)ccc1OCC(=O)OC(C)C(=O)c1ccc(F)cc1 (configuration not stated),2%,27%,1%
C/C(N)=C(/C#N)C(=O)CSc1nnc(Nc2ccccc2C)s1,-1%,6%,-1%
C=CCCCN(Cc1ccccc1)S(=O)(=O)c1ccccc1Br,?,?,40µM*
O=C1C=C(c2cccc(Br)c2)C[C@@H](c2ccc(Cl)cc2)C1,?,16µM*,0%
CC1(C)CC(=O)C2=C(C1)OC(N)=C(C#N)C2c1ccsc1 (configuration not stated),-16%,-8%,-4%
CC(Cc1ccsc1)NC(=O)CCc1nnc(CCc2ccccc2)o1 (configuration not stated),-7%,3%,.
CCc1noc(C)c1C(=O)NNC(=O)COc1ccc(C)c(C)c1,8%,2%,.

# A second format for 7 compounds above:
canonical_smiles | DT40 TDP1 no CPT | DT40 TDP1 CPT | TDP1 inh
CCc1noc(C)c1C(=O)NNC(=O)COc1ccc(C)c(C)c1 | 8% | 2% | .
C/C(N)=C(/C#N)C(=O)CSc1nnc(Nc2ccccc2C)s1 | -1% | 6% | -1%
COc1cc(C(C)=O)ccc1OCC(=O)OC(C)C(=O)c1ccc(F)cc1 (configuration not stated) | 2% | 27% | 1%
C=CCCCN(Cc1ccccc1)S(=O)(=O)c1ccccc1Br | ? | ? | 40µM*
CCc1ccccc1NC(=O)Nc1nnc(N(C)Cc2ccccc2)s1 | ? | ? | 6%
O=C(CSc1nc2cc(Cl)ccc2c(=O)n1Cc1ccco1)Nc1ccc(S(=O)(=O)N2CCOCC2)cc1 | -20% | -24% | 4%
COc1cccc(NC(=O)N2CCCC(C(=O)Nc3ccccc3OC)C2)c1 (configuration not stated) | -22% | -7% | -2%

# Later entries:
SMILES,DT40 TDP1 no CPT,DT40 TDP1 CPT,TDP1 inh
COc1cccc2cc(C(=O)Oc3ccccc3)c(=O)oc12,10%,23%,3%
COc1ccc(N(Cc2ccccc2)C(=O)c2nc(S(C)(=O)=O)ncc2Cl)cc1,0.46µM*,0.73µM*,0%
CCOc1cc(CNc2ccccc2)cc(Br)c1OCc1ccc(F)cc1,?,?,6%
COc1ccc(-c2c3c(=O)n(C)c(=O)n(C)c3c3c(-c4ccc(C)cc4)nc4ccccc4n23)cc1,-23%,-12%,4%
O=C(NC1=NCCS1)c1ccc(Cl)c(S(=O)(=O)N2CCCCCC2)c1,?,-26%,0%
O=C(Nc1ccc(-c2nnco2)cc1)c1ccccc1,-5%,-11%,2%
COc1ccc(C(=O)CN2CC(C)SC2=Nc2ccc(Cl)cc2)cc1 (configuration not stated),23µM*,?,5%
CCN(Cc1cnn(C)c1)Cc1nc(Cc2ccccc2Cl)no1,-2%,-14%,-5%
CCOc1ccccc1NC(=O)c1nnn(-c2ccc3c(c2)OCCO3)c1N,?,?,10%
O=NNc1nc2ccccc2n1Cc1ccccc1,2.3µM*,4.6µM*,.
COc1cccc(COC(=O)Cc2ccc(S(=O)(=O)N3CCOCC3)s2)c1OC,5%,11%,1%
O=C(Nc1ccc(Br)cn1)c1ccc([N+](=O)[O-])cc1Cl,-28%,-30%,8%
O=C(COC(=O)Cc1ccsc1)Nc1ccc(Cl)c(S(=O)(=O)N2CCOCC2)c1,-12%,?,-3%
CC1=C(C(=O)Nc2cc(Cl)ccc2C)C(c2sccc2C)n2ncnc2N1 (configuration not stated),?,-25%,7%
O=C(NCc1ccccc1)C1=C[C@@H](c2coc3ccccc3c2=O)C[C@@H](OCc2ccc(CO)cc2)O1,9.2µM*,10µM*,3%
CCOc1ccccc1NC(=O)NCCn1c(=O)oc2ccc(C)cc21,?,-27%,5%
CCOc1cccc(NC(=O)c2cccc(F)c2)c1,-5%,-21%,-8%
CN(CC(=O)Nc1cccc(F)c1)C(=O)c1cccc(S(=O)(=O)N2CCN(c3ccc(F)cc3)CC2)c1,21µM*,21µM*,.

# Full records from above. Screens in order: DT40 TDP1 no CPT	DT40 TDP1 CPT	TDP1 inh
# `CCOc1ccccc1NC(=O)NCCn1c(=O)oc2ccc(C)cc21` as listed: ?	-27%	5%
# `O=C(Nc1ccc(Br)cn1)c1ccc([N+](=O)[O-])cc1Cl` as listed: -28%	-30%	8%

# Screening results: PubChem, National Center for Advancing Translational Sciences (NCATS)
